Screening data deposited in PubChem BioAssay by several laboratories.
Cardiac RTF inh: cardiac RTF calcium desensitization. P19429+P45379. AID 493244. inhibition, % at 7.15 µM. IANBD-labeled cardiac RTF, Ca2+ fluorescence. hit rate 0.12% among 340,000;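 active = inhibition above the mean inhibition of all tested compounds plus 3 SD, cut at about 17% in these data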;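 also: assay run at fixed EC70 calcium of 1.6 mM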
V-ATPase pHluor: yeast V-ATPase proton transport regulation by pHLuorin. hit rate 0.37% among 350,000. S. cerevisiae, pHLuorin cytosolic pH fluorescence. response, % at 10 µM; in the data active = response mostly above about 7.3%, no sharp cut-off; inactive = mostly below about 5.4%; also: actives read high; inactives centre near 0; some compounds called inactive have numbers as strong as hits; reference of the scale not given here
cardiac RTF act: increases calcium sensitivity of human cardiac regulated thin filaments. hit rate 0.24% among 340,000. IANBD-labeled TnC RTF fluorescence at EC20 calcium; 0% EC20 calcium, 100% full calcium. activation, % at 7.2 µM;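 active = activation above the mean over all tested compounds plus 3 SD, cut at about 30% in these data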;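 also: rise in fluorescence read as greater calcium sensitivity of cardiac thin filaments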
Pemphigus Ab inh: human desmoglein-3 autoantibody binding inhibition; hit rate 0.48% among 310,000; P32926; binding (percent of control), % at 10 µM; AID 588358; DSG3-coupled beads, scFv-anti-DSG3-GFP binding, flow cytometry; active compounds read low;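 active = binding more than 3 SD below its plate's average and above zero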;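 also: hits lower antibody fragment binding to DSG3; some compounds called inactive have numbers as strong as hits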
Arrestin-AP2 inh: inhibitors of human beta-arrestin and AP2 interaction; FITC-arrestin peptide / GST-AP2 beads, flow cytometry; AP2 beta2 appendage carries R879A mutation; inhibition, % at 10 µM; hit rate 0.31% among 340,000; AID 504490;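 active = inhibition above a set limit, near 3 SD of compounds lacking own fluorescence, cut at about 54% in these data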;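 also: plate controls were DMSO wells for no effect and 5 µM unlabelled arrestin peptide for full effect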
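Test system: GST-tagged AP2 beta2-adaptin appendage (R879A) on 4 µm glutathione beads; also added: fluorescein-tagged arrestin peptide at 50 nM final; timing: 12 min plus 1 h, RT; signal: flow cytometry, FL1 (488/535 nm); read-out: percent drop in bead-associated FITC signal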
MOR-DOR ag: agonists of human mu-delta opioid receptor heterodimerization; P35372+P41143; cells, OPRM1-OPRD1 heterodimerization, luminescence; activation, % at 9.3 µM; hit rate 0.3% among 340,000; AID 504326; in the data active = activation above about 18%;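 also: 0% = vehicle-treated cells and 100% = reference agonist; values of inactives mirror those of a sister screen read the other way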
Target sequence (P35372 whole entry, looked up): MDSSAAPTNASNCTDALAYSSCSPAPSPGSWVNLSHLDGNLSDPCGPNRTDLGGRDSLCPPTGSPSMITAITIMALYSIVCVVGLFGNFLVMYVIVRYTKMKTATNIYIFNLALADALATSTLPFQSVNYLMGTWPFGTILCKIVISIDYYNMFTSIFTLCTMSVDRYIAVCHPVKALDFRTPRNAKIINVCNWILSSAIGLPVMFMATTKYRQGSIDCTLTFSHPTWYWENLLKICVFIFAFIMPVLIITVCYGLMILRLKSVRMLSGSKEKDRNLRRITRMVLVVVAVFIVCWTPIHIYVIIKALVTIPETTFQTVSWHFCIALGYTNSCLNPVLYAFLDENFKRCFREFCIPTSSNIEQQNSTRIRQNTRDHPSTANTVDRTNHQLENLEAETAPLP
Target sequence (P41143 whole entry, looked up): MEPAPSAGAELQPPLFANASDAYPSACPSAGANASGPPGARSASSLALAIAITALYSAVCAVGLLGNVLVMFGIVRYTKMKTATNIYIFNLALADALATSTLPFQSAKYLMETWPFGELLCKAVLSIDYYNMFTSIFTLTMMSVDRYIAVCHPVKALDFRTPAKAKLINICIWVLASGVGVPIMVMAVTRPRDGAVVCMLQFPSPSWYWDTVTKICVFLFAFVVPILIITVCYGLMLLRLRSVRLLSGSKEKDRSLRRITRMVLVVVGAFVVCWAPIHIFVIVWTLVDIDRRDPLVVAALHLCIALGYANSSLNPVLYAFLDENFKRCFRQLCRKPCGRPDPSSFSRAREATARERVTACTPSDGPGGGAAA
LANA DNA inh: KSHV C-LANA DNA binding inhibition | hit rate 0.078% among 340,000 | inhibition, % at 9 µM | MBP-C-LANA/FAM-LBS DNA binding, fluorescence polarization;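 active = highest replicate inhibition at or above 60% at 9 µM, even if other replicates fall short; inactive = all replicates below 60% inhibition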;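 also: 0% = neutral control wells and 100% = 4 µM acridine orange control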
Wnt act: activates Wnt/beta-catenin signaling in a reporter cell assay; activation, % at 9.35 µM; activator, plate reader; hit rate 1.2% among 300,000; in the data active = activation above about 30%, passing the limit was not always enough;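 also: 0% = neutral control wells and 100% = positive control wells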
MOR-DOR inv ag: mu-delta opioid heterodimer inverse agonism; P35372+P41143; cell-based MOR-DOR heterodimer luminescence; inhibition, % at 9.3 µM; hit rate 0.21% among 340,000; AID 504357; in the data active = inhibition above about 22%, passing the limit was not always enough;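 also: 0% = cells with DMSO and 100% = wells without cells with DMSO; values of inactives mirror those of a sister screen read the other way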
Keap1-Nrf2 PPI: disrupts human Keap1 binding to Nrf2 peptide. Q14145. Keap1 Kelch-Nrf2 peptide fluorescence polarization, 1536-well. inhibition, % at 9.4 µM. hit rate 0.15% among 340,000; in the data active = inhibition above about 12%;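 also: human Keap1 Kelch domain with fluorescein labeled Nrf2 9mer peptide probe; 0% = neutral control wells and 100% = peptide positive control; higher means more block of Keap1 binding to Nrf2 peptide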
An asterisk follows results filed as active; . = no result given.

Preview:
SMILES	Cardiac RTF inh	V-ATPase pHluor	cardiac RTF act	Pemphigus Ab inh	Arrestin-AP2 inh	MOR-DOR ag	LANA DNA inh	Wnt act	MOR-DOR inv ag	Keap1-Nrf2 PPI
Cc1ccc(C)c(NC(=O)c2ccccn2)c1	1	-1	-10	100	-11	-2.5	0.1	1	14	-2
CCOP1(=O)C=C(C(C)(C)C)OC1c1ccc(F)cc1 (centres undefined)	4	0	-1	111	18	-1.4	-0.3	1	7	2
CCOc1ccccc1OCC(=O)OCc1csc(CC(=O)Nc2ccccc2C)n1	11	-2	-2	93	26	0.9	-14	-2	-6	-1
CCc1noc(C)c1C(=O)Nc1nc(-c2ccc(OC)c(OC)c2)cs1	-8	0	-3	106	-17	0.6	1.4	-1	-4	-3
COC(=O)c1cc(CNC(=O)c2ccc(S(=O)(=O)N(C)c3ccccc3)cc2)ccc1OC	-1	0	-3	.	-10	-3.9	-0.4	-1	16	2
COc1cccc(CN(CC(=O)NCc2ccc(F)cc2)C(=O)c2ccco2)c1	4	-3	-6	93	19	-2.4	0.0	-2	15	2

The whole of this part, from the first entry:
SMILES	Cardiac RTF inh	V-ATPase pHluor	cardiac RTF act	Pemphigus Ab inh	Arrestin-AP2 inh	MOR-DOR ag	LANA DNA inh	Wnt act	MOR-DOR inv ag	Keap1-Nrf2 PPI
Cc1ccc(C)c(NC(=O)c2ccccn2)c1	1	-1	-10	100	-11	-2.5	0.1	1	14	-2
CCOP1(=O)C=C(C(C)(C)C)OC1c1ccc(F)cc1 (centres undefined)	4	0	-1	111	18	-1.4	-0.3	1	7	2
CCOc1ccccc1OCC(=O)OCc1csc(CC(=O)Nc2ccccc2C)n1	11	-2	-2	93	26	0.9	-14	-2	-6	-1
CCc1noc(C)c1C(=O)Nc1nc(-c2ccc(OC)c(OC)c2)cs1	-8	0	-3	106	-17	0.6	1.4	-1	-4	-3
COC(=O)c1cc(CNC(=O)c2ccc(S(=O)(=O)N(C)c3ccccc3)cc2)ccc1OC	-1	0	-3	.	-10	-3.9	-0.4	-1	16	2
COc1cccc(CN(CC(=O)NCc2ccc(F)cc2)C(=O)c2ccco2)c1	4	-3	-6	93	19	-2.4	0.0	-2	15	2
NNC(=O)CN1CCCc2ccccc21	9	1	4	106	2	1.6	-1.3	4	-8	-4
CCc1nnc(NC(=O)CCC(=O)NC2CCCCC2)s1	-2	1	5	101	-7	-2.2	-0.4	.	13	-5
COc1cc(C(=O)N[C@H](C(=O)Nc2nnc(C3CC3)s2)C(C)C)cc(OC)c1OC	-1	1	4	101	0	1.2	-1.2	1	-6	-3
CC(C)(C)NC(=O)CSc1ccc(S(=O)(=O)N2CCOCC2)cn1	-4	0	-5	99	20	-1.8	-1.1	1	7	-6
COC(=O)C(Cc1c[nH]c2ccccc12)NC(=O)c1cccc(S(=O)(=O)N2CCCCC2)c1 (centres undefined)	-2	-1	-3	98	-8	-0.1	1.9	1	0	-5
O=C(CCCOc1ccccc1)Nc1ccc(Br)cc1	6	3	4	100	-2	1.6	0.9	26	-10	-9
O=[N+]([O-])c1ccc(/C=N/n2c(C3CCCCC3)n[nH]c2=S)cc1	-3	-1	3	103	1	15	1.1	-4	-81	6
CC(C)(C)NC(=O)COc1ccc(CNc2ncn[nH]2)cc1	-3	3	0	101	1	-3.9	0.8	1	19	3
C/C(=N\OCC(=O)N/N=C/c1ccccc1O)c1cccs1	-2	-4	5	.	31	0.7	1.9	-6	-4	3
COc1ccc(C(=O)COC(=O)CCn2nnc(-c3cccc(O)c3OC)n2)cc1	-1	-1	0	95	-2	-1.0	0.4	.	6	-3
COCCNC(=O)/C(C#N)=C\c1ccc(CNS(=O)(=O)c2ccc(C)cc2)o1	-5	1	6	100	2	-1.1	0.9	-3	6	3
O=C(NNS(=O)(=O)c1ccc(Cl)cc1)c1cc(-c2ccccc2)n[nH]1	1	0	-4	103	-2	0.4	-0.4	-2	-2	-3
Cc1ccc(C(=O)NNC(=S)NC(=O)c2ccc(Cl)cc2)cc1	-3	4	1	102	-6	-2.9	0.2	.	15	1
COc1ccc(/C=C/C(=O)c2ccccc2)cc1COc1ccccc1F	2	3	-4	.	56*	0.7	-0.8	.	-4	-3
CNC(=O)N(O)C1N(/N=C/c2cccnc2)C(=S)SC1(C)C (centres undefined)	-8	-4	5	109	-18	-3.2	2.1	5	16	-1
CCCCNC(=O)C1CCCN(S(=O)(=O)c2ccc(S(=O)(=O)NCC(C)C)cc2)C1 (centres undefined)	1	5	-2	103	4	0.1	-0.9	.	0	0
CC(=O)Nc1nc(-c2ccc(Cl)cc2)nc(C)c1C(C)=O	-2	-3	-1	.	-7	-1.6	-0.8	.	8	-2
O=C(Nc1cnn(C23CC4CC(CC(C4)C2)C3)c1)c1cnn2c(C(F)(F)F)cc(-c3ccco3)nc12	-8	2	-1	100	25	0.2	0.0	-3	-1	-1
Cc1cccc(/C=N/NC(=O)c2cc(C)nc3ccccc23)n1	1	4	-5	.	-5	-2.9	-1.2	1	15	-2
SMILES	Cardiac RTF inh	V-ATPase pHluor	cardiac RTF act	Pemphigus Ab inh	Arrestin-AP2 inh	MOR-DOR ag	LANA DNA inh	Wnt act	MOR-DOR inv ag	Keap1-Nrf2 PPI
CCn1c(SCC(=O)Nc2ccc3[nH]c(=O)[nH]c3c2)nc2ccccc21	-1	0	3	105	-5	-2.2	1.6	7	9	-3
O=C(Nc1cc(S(=O)(=O)N2CCCCC2)ccc1Cl)c1ccccc1NS(=O)(=O)c1ccc(F)cc1	-25	5	5	107	20	2.9	3.1	-10	-15	-5
COC(=O)Nc1nc2ccc(Sc3ccccc3)cc2[nH]1	-27	1	5	93	4	2.8	-0.2	-13	-15	-2
Cc1cc(NS(=O)(=O)c2ccc(NC(=S)NC(=O)c3ccc(C(C)(C)C)cc3)cc2)no1	-10	-3	3	103	3	-2.4	-0.7	-1	12	3
COc1ccc(CN(C)C(=O)c2ccc(NC(=O)CC3SC(N4CCCC4)=NC3=O)cc2)c(OC)c1 (centres undefined)	-7	3	-2	96	6	-1.3	-1.3	-2	7	1
COc1ccccc1NC(=O)c1cc([N+](=O)[O-])ccc1NCCN1C(=O)CCC1=O	-7	1	3	93	-40	-1.3	-0.1	-1	7	1
O=C(Nc1ccc(OC(F)F)c(Cl)c1)Nc1ccc2c(c1)OCO2	-12	1	0	78	22	1.3	-1.2	12	-7	1
O=S(=O)(c1ccc(F)cc1)N1CCN(CC(O)COCc2ccccc2)CC1 (centres undefined)	-10	-1	-3	105	27	-1.7	0.2	2	7	0
COc1ccc(-c2ccc(CO)o2)cc1N	-6	-3	3	103	-7	-2.5	0.9	-2	13	1
COC(=O)c1ccccc1NC(=O)N1CCN(c2ccc(F)cc2)CC1	-2	-2	5	95	4	0.8	-0.7	-1	-4	-5
CNC(=S)Nc1ccc(Br)cc1	12	4	7	.	-4	-0.1	0.7	-3	0	-1
COc1ccc(-c2nc(CS(=O)(=O)CC(=O)NCc3cccc(Br)c3)c(C)o2)cc1	4	-3	1	94	11	0.9	0.9	-1	-6	-5
Cc1sc2ncn(CC(=O)NCc3ccco3)c(=O)c2c1-c1ccc(F)cc1	9	-2	-5	90	3	-4.5	-1.0	-3	22	-16
Cc1ccc2cccc(SCC(=O)NCC#N)c2n1	-5	-2	-2	48	5	-2.6	1.0	0	14	-2
Oc1ccccc1Cn1c(-c2ccccc2O)nc2ccccc21	-8	3	-3	97	6	1.5	-2.8	.	-7	2
Cc1ccc(CNC(=O)C23CN(Cc4ccccc4)CC2C(c2ccc([N+](=O)[O-])cc2)=NO3)cc1 (centres undefined)	3	1	8	.	16	-1.2	0.0	-3	7	-1
CN(Cc1ccccc1)C(=O)CN1C(=O)NC(C)(c2ccc(Cl)cc2)C1=O (centres undefined)	8	0	0	114	-3	-2.4	0.5	0	13	6
O=C(Cc1ccc(Cl)cc1)Nc1ccc2oc(=O)ccc2c1	-2	-7	5	91	15	-0.3	0.6	-1	1	-3
COc1ccccc1N1CC(C(=O)Nc2nnc(SCc3cccnc3)s2)CC1=O (centres undefined)	-13	1	2	100	7	-2.7	-2.3	2	14	0
FC(F)(F)c1cccc(-c2nn[nH]n2)c1	-4	2	-2	96	18	-0.7	-1.2	4	4	-2
COCCOc1nc2c(c(=O)n(C)c(=O)n2C)n1CCc1ccccc1	-3	-4	-6	101	-3	-2.5	-0.3	.	13	-5
Cc1ccc(S(=O)(=O)NCCC(=O)NCc2ccc(Cl)cc2)cc1C	-5	4	1	.	-10	1.5	-1.2	-4	-6	-5
Cc1ccc(C(=O)C2C(c3cccs3)NC(=O)NC2(O)C(F)(F)F)cc1 (centres undefined)	6	2	-9	101	-6	-2.6	-2.6	.	16	-3
CC(=O)n1cc([C@H]2C=C(C(=O)N3CCN(Cc4ccc5c(c4)OCO5)CC3)O[C@@H](OCCCCO)C2)c2ccccc21	-10	0	-7	101	3	0.5	1.3	-2	-3	-6
Cc1ccc(S(=O)(=O)N(C)c2cc(S(N)(=O)=O)c(C)cc2C)cc1	3	-3	5	96	5	-0.6	-3.7	-1	3	-5
COc1ccc(CCc2nnc(CCC(=O)N(C)Cc3ccncc3C)o2)cc1	2	-2	-8	109	0	-0.2	-0.3	3	2	1
CCOC(=O)C1CCCN(C(=O)COc2ccc(S(=O)(=O)N3CCOCC3)cc2)C1 (centres undefined)	-3	1	-2	.	14	-4.0	1.2	-1	16	-1
COc1ccc(CC(=O)OCC(=O)N2CCCc3ccccc32)cc1	6	5	5	99	-11	-2.8	0.5	0	13	1

An excerpt from above with just cardiac RTF act and Keap1-Nrf2 PPI.
| structure | cardiac RTF act | Keap1-Nrf2 PPI |
| --- | --- | --- |
| COC(=O)c1ccccc1NC(=O)N1CCN(c2ccc(F)cc2)CC1 | 5 | -5 |
| CNC(=S)Nc1ccc(Br)cc1 | 7 | -1 |
| COc1ccc(-c2nc(CS(=O)(=O)CC(=O)NCc3cccc(Br)c3)c(C)o2)cc1 | 1 | -5 |
